High-throughput results (PubChem BioAssay)
PhoP GFP inhibition: PhoP regulon inhibitors, Salmonella typhi PhoP promoter GFP reporter, confirmatory (AID 1850); Salmonella Typhi PhoP-promoter GFP reporter, fluorescence, 4 h; higher % means a stronger effect; one-dose inhibition, % at 50 µM; IC50 in µM for titrated hits; 310,000 tested, 0.33% active; in the data active = a potency from the dose series; inconclusive = inhibition mostly from about 25% at the one dose, without a potency; inactive = the rest, 99 in 100 with inhibition below about 19%;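 also: 0% = induced wells with vehicle and 100% = uninduced wells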
tuberculosis growth: growth inhibition of non-replicating M. tuberculosis (AID 488890). Mycobacterium tuberculosis non-replicating, growth inhibition; higher % means a stronger effect. inhibition, % at 25 µM, or IC50 in µM where a hit was titrated. 320,000 tested, 0.39% active; in the data active = a potency from the dose series; inconclusive = inhibition mostly from about 82% at the one dose, without a potency; inactive = the rest, 99 in 100 with inhibition below about 76%;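 also: plate controls were DMSO cells for no effect and high antibiotic wells for full effect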
VEEV TC-83 Vero: inhibitors of VEEV TC-83 cytopathic effect, confirmation, Vero cells (AID 588727). Vero cells, VEEV TC-83 cytopathic effect inhibition; higher % means a stronger effect. one-dose inhibition, % at 20 µM; IC50 in µM for titrated hits. 350,000 tested, 0.13% active; in the data active = a potency from the dose series; inconclusive = inhibition mostly from about 14% at the one dose, without a potency; inactive = the rest, 99 in 100 with inhibition below about 12%; also: strong numbers were not always called active
influenza NS1A: H1N1 influenza NS1A inhibitors, functional cell based assay (AID 504329); one-dose inhibition, % at 12.5 µM; IC50 in µM for titrated hits; NS1A functional cell-based assay, percent inhibition; higher % means a stronger effect; 340,000 tested, 0.3% active; in the data active = a potency from the dose series; inconclusive = inhibition above about 27% without an active follow-up result; also: strong numbers were not always called active
M. tuberculosis HTS: M. tuberculosis growth inhibition, HTS (AID 449762); M. tuberculosis H37Rv growth inhibition, 7H9 media; higher % means a stronger effect; inhibition, % at 25 µM; hits with a dose series show IC50 in µM; 330,000 tested, 0.59% active; in the data active = a potency from the dose series; inconclusive = inhibition above about 70% without an active follow-up result;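 also: bacterial growth assessed after seven days of incubation; strong numbers were not always called active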
VEEV TC-83 Vero 10K pilot screen: further read-out of VEEV TC-83 Vero, marked with its call; inhibition, %; measured here: 10K pilot screen inhibition
An asterisk follows results filed as active; i = inactive; ? = inconclusive; nt = no result given.

SMILES	PhoP GFP inhibition	tuberculosis growth	VEEV TC-83 Vero	influenza NS1A	M. tuberculosis HTS	others
CC1CCCN(c2ccc(C(=O)Nc3ccc4c(c3)OCO4)cc2[N+](=O)[O-])C1 (stereo not drawn)	0%	73%	7.1%	10%	64%
O=C1NCCN(Cc2ccc(-c3ccccc3)cc2)C1CC(=O)N1CCN(CCO)CC1 (stereo not drawn)	-2%	-3%	0.6%	2%	-4%
O=C(COC(=O)C1CCCCC1)Nc1ccc(S(=O)(=O)N2CCOCC2)cc1	-1%	4%	1.8%	-2%	-2%
O=C(NCC1COc2ccccc2O1)c1ccc(NC(=O)C2CCCO2)cc1 (stereo not drawn)	-2%	11%	1.1%	-3%	-12%
N#Cc1ccccc1OCCCN1CCC(Cc2ccccc2)CC1	2%	36%	i	-6%	13%
Cn1cccc1/C=N/NC(=O)c1ccncc1	-3%	2µM*	0.1%	nt	?
O=C(CN1C(=O)C(=O)N(Cc2ccccc2)C1=O)Nc1cc(Cl)cc(Cl)c1	12%	4%	i	-1%	4%
Cc1ccc(-c2nc(CS(=O)CC(=O)NC(C)CCc3ccccc3)c(C)o2)cc1 (stereo not drawn)	-9%	19%	3.1%	1%	4%
CC(=O)n1cc(N(C(=O)CCl)c2ccc(C)cc2)c2ccccc21	-1%	?	4.5%	-1%	?
CCOC(=O)C1=C(c2ccccc2)NC(=S)NC1c1ccc(C)c([N+](=O)[O-])c1 (stereo not drawn)	0%	1%	i	12%	4%
C=C(C)CN1C(=O)C(=O)N(CC(=C)C)C1=O	8%	0%	0.8%	nt	-1%
O=c1c2c(-c3ccc([N+](=O)[O-])cc3)csc2nc2n1CCCCC2	-19%	-1%	5.8%	0%	12%

An excerpt from above in order of heavy-atom count, low to high.
SMILES	PhoP GFP inhibition	tuberculosis growth	VEEV TC-83 Vero	influenza NS1A	M. tuberculosis HTS	others
CC(=O)n1cc(N(C(=O)CCl)c2ccc(C)cc2)c2ccccc21	-1%	?	4.5%	-1%	?
O=C(CN1C(=O)C(=O)N(Cc2ccccc2)C1=O)Nc1cc(Cl)cc(Cl)c1	12%	4%	i	-1%	4%
CCOC(=O)C1=C(c2ccccc2)NC(=S)NC1c1ccc(C)c([N+](=O)[O-])c1 (stereo not drawn)	0%	1%	i	12%	4%

Further results:
SMILES	PhoP GFP inhibition	tuberculosis growth	VEEV TC-83 Vero	influenza NS1A	M. tuberculosis HTS	others
CCOC(=O)C1(Cc2ccccc2Cl)CCN(C(=O)CCn2ccnc2C)CC1	0%	10%	i	-8%	-2%
O=C(NC(Cc1ccc(O)cc1)C(=O)N=Nc1c(O)[nH]c2ccccc12)c1ccccc1 (stereo not drawn)	nt	nt	8.8%	0%	nt
CC(C)CN1CCN(Cc2ccccc2C(F)(F)F)CC1CCO (stereo not drawn)	-7%	13%	4.0%	-1%	2%
COCCCNC(=O)CN(c1cccc(Cl)c1)S(C)(=O)=O	-5%	-3%	0.1%	10%	2%
Cc1ccc2[nH]c3c(NCCN4CCOCC4)ncnc3c2c1	nt	nt	0.8%	-2%	nt
CCn1c2ccccc2c(=O)c2ccccc21	4%	13%	2.0%	-4%	-3%
CN(CC(=O)NCc1ccco1)CC(=O)Nc1cc(S(C)(=O)=O)ccc1Cl	nt	nt	i	-5%	nt
COc1ccc(C(=O)NCC(=O)OCC(=O)Nc2ccc(C)c(S(=O)(=O)N(C)C)c2)cc1OC	-6%	15%	i	7%	-5%
CN(C(=O)c1cccc(C(=O)N(C)c2ccccc2)c1)c1ccccc1	2%	4%	i	-3%	-2%
N#CC1(Nc2ccc(S(N)(=O)=O)cc2)CCCC1	nt	nt	0.7%	6%	nt
CC(C)[C@H](NC(=O)c1ccco1)C(=O)OCC(=O)NC12CC3CC(CC(C3)C1)C2	-1%	nt	0.8%	-4%	-6%
O=C(CN1c2cccc3cccc(c23)S1(=O)=O)Nc1cccc(S(=O)(=O)N2CCOCC2)c1	1%	9%	8.2%	-6%	-7%
CCOC(=O)C1CCN(Cc2nc3ccccc3c(=O)n2-c2ccc(OCC)cc2)CC1	nt	nt	2.3%	-22%	nt
Cc1cc(C)cc(OCC(=O)Nc2ccccc2C(=O)N2CCOCC2)c1	-4%	-1%	0.8%	-4%	6%
O=C(Nc1ccc2ccccc2c1)c1ccc2[nH]c(=O)c(=O)[nH]c2c1	1%	-19%	?	-9%	-2%
Cn1nc(-c2ccc(OCC(=O)Nc3cccnc3)cc2)c2ccccc2c1=O	-2%	71%	1.9%	9%	-1%
Cc1ccc(C(=O)CSc2nnc(-c3ccco3)n2CC2CCCO2)cc1 (stereo not drawn)	-5%	20%	0.3%	4%	-3%
O=C(C1CCCN(S(=O)(=O)c2cccc3nonc23)C1)N1CCC(Cc2ccccc2)CC1 (stereo not drawn)	-10%	14%	4.7%	22%	-6%
O=C(NNC(=O)c1cnccn1)c1ccc(Cl)cc1	-22%	?	9.1%	-1%	?
CC1CC(CN)CC(CO)C1 (stereo not drawn)	6%	8%	0.4%	2%	-5%
COc1ccccc1NC(=O)c1ccccc1NS(=O)(=O)N1CCCC1	4%	4%	i	-10%	-11%
O=c1[nH]c(=O)c2[nH]c(=S)[nH]c2[nH]1	nt	nt	1.4%	10%	nt
C[C@@]12C(=O)N(CCc3c[nH]c4ccccc34)CC(=O)N1[C@H]1c3ccccc3OC[C@@H]1[C@@H]2c1ccccc1	nt	76%	6.7%	-21%	?
Cc1csc2ncc(C(=O)NCCc3ccccc3)c(=O)n12	7%	nt	0.5%	12%	-4%
O=C(N/N=C/c1ccc(Br)s1)c1ccccn1	9%	?	1.7%	-5%	51%
CCC(C)n1c(/C=C/c2ccccc2)nc2ccccc21 (stereo not drawn)	1%	71%	1.8%	-9%	?
COc1ccccc1NS(=O)(=O)c1ccc(C)c(C(=O)N2CCN(c3ccc(O)cc3)CC2)c1	nt	60%	1.4%	-4%	-4%
CCc1nc(SCC(=O)NCc2ccco2)c2c(=O)n(C)c(=O)n(C)c2n1	-5%	-24%	2.7%	3%	-2%
CC1CC(C)CN(S(=O)(=O)c2ccc(NC(=O)CCN3C(=O)C4CC=CCC4C3=O)cc2)C1 (stereo not drawn)	nt	34%	0.6%	-14%	4%
Cc1ccc(C(=O)Nc2ccccc2N2CCCCC2)cc1[N+](=O)[O-]	-10%	44%	i	-5%	11%
COCCn1c(SCC(=O)Nc2ccc(OC)cc2)nc2c(oc3ccccc32)c1=O	2%	0%	nt	nt	9%
COc1ccc(OC)c(S(=O)(=O)NCc2cn3c(C)csc3n2)c1	-3%	-1%	2.2%	0%	-4%
N#C/C(=C/c1cccn1-c1cccc(C(=O)O)c1)c1ccc(F)cc1	nt	nt	3.0%	-3%	nt
COC(=O)c1ccc(CN2CCC(CO)(Cc3ccc(OC)cc3)CC2)cc1	10%	14%	i	-7%	1%
Cc1ccc(CN(C)C(=O)CCc2c[nH]c3ccccc23)o1	-4%	65%	1.1%	15%	4%
O=C(Nc1c(C(=O)N2CCC(N3CCCCC3)CC2)oc2ccccc12)c1c(F)cccc1F	4%	5%	0.9%	5%	10%
Cc1ccc(S(=O)(=O)CCC(=O)Nc2nnc(CC(C)C)s2)cc1	-4%	?	2.6%	-1%	21%
COc1ccc(S(=O)(=O)CC(O)CN2CCCC2=O)cc1 (stereo not drawn)	-12%	-18%	i	-2%	0%
CCOC(=O)c1c(O)cc(C)cc1Nc1ccccc1	-1%	3%	0.9%	-1%	10%
COc1ccc2[nH]c(=O)c(CN(C(=O)c3cccnc3)c3cc(C)ccc3C)cc2c1	0%	6%	1.0%	-4%	2%
O=C(NCCCCc1ccccc1)C1CCCC1	-2%	60%	0.1%	0%	-6%
CCCNC(=O)C1CC(c2ccccc2C(F)(F)F)=NO1 (stereo not drawn)	-2%	-7%	1.9%	1%	-7%
COc1ccc(-c2cc(C(F)(F)F)nc(SCC(=O)Nc3sc4c(c3C#N)CCC4)n2)cc1	-5%	15%	4.9%	-8%	44%
Cc1cccc(C2CC(c3ccccc3)Nc3nc(N)nn32)c1 (stereo not drawn)	-2%	25%	1.1%	3%	6%
O=C(NNC(=O)c1ccc(NC(=O)c2ccccc2)cc1)Nc1ccccc1	1%	-2%	3.1%	1%	0%
CCC1(c2ccc(F)cc2)NC(=O)N(CC(=O)NC2CC2)C1=O (stereo not drawn)	-2%	-6%	1.3%	-6%	-2%
O=C(NCC(=O)N(c1ccccc1)C(C(=O)NC1CCCC1)c1cccnc1)c1cccs1 (stereo not drawn)	9%	4%	i	9%	0%
COc1cc(C(C(=O)NC(C)(C)C)N(C(=O)CNC(=O)c2cccs2)c2ccc(C(C)C)cc2)cc(OC)c1OC (stereo not drawn)	nt	nt	i	-4%	nt
C=CCN(C(=O)CNS(=O)(=O)c1ccccc1)C(C(=O)NCCOC)c1ccncc1 (stereo not drawn)	3%	-6%	3.2%	-2%	-7%
CC(C)OCCCNC(=O)Cc1ccc(Br)cc1	4%	-22%	0.1%	-2%	-3%
Cc1ccc(S(=O)(=O)N2CCC(C(=O)NNC(=O)c3cccnc3)CC2)cc1	11%	-1%	0.2%	-9%	7%
Cc1nc2ccc(S(=O)(=O)NCC(=O)N3CCN(c4ccccn4)CC3)cc2s1	-13%	-4%	2.8%	0%	-1%
Cc1ccc(S(=O)(=O)N2CCN(CC(=O)N/N=C\c3ccc(Cl)c([N+](=O)[O-])c3)CC2)cc1	-6%	8%	0.5%	-3%	2%
COc1ccc(CCNC(=O)CSc2nc3ccccc3c3nc(CCN4CCCCC4)nn23)cc1OC	5%	15%	1.0%	0%	6%
CCCN1C2CCCC1CC(NC(=O)c1ccc(Br)cc1)C2 (stereo not drawn)	-2%	7%	0.2%	-6%	-5%
COc1cc(OC)c(OC)cc1/C=C1\CC(C)C/C(=C\c2cc(OC)c(OC)cc2OC)C1=O (stereo not drawn)	-8%	12%	?	21%	48%
CN(CC(=O)Nc1cccc(F)c1)CC(=O)Nc1ccc(Cl)cc1[N+](=O)[O-]	11%	13%	0.9%	8%	-3%
CC(=O)NCC(=O)Nc1ccc(Br)cc1C(=O)c1ccccc1	-5%	-11%	i	1%	5%
O=C(NCC1CC1)c1ccc2c(c1)S(=O)(=O)c1cc(Cl)ccc1C2=O	nt	0%	1.3%	5%	-7%
COc1cccc(N2CCN(c3ccc4nnc(CCC(=O)Nc5ccc(OC)c(OC)c5)n4n3)CC2)c1	-5%	7%	4.7%	-14%	4%

Next section, starting with the last three of the part before.
SMILES	PhoP GFP inhibition	tuberculosis growth	VEEV TC-83 Vero	influenza NS1A	M. tuberculosis HTS	others
CC(=O)NCC(=O)Nc1ccc(Br)cc1C(=O)c1ccccc1	-5%	-11%	i	1%	5%
O=C(NCC1CC1)c1ccc2c(c1)S(=O)(=O)c1cc(Cl)ccc1C2=O	nt	0%	1.3%	5%	-7%
COc1cccc(N2CCN(c3ccc4nnc(CCC(=O)Nc5ccc(OC)c(OC)c5)n4n3)CC2)c1	-5%	7%	4.7%	-14%	4%
COc1ccc(CCNC(=O)c2cccc(S(=O)(=O)N3CCCC3)c2)cc1	nt	nt	1.1%	-5%	nt
CC(C)c1ccc(NC(=O)COC(=O)C2CCCCC2)cc1	nt	51%	1.4%	-10%	5%
O=c1c2cc(N3CCOCC3)ccc2[nH]c(=S)n1Cc1ccccc1Cl	5%	28%	i	-4%	-1%
Cc1cccc(-n2c(C)cc(C(=O)NC3CCCCC3)c2C)c1	-7%	22%	5.4%	-3%	2%
CC1(OC(=O)c2cccs2)C(=O)C=C2C=C(c3ccsc3)OC=C2C1=O (stereo not drawn)	-35%	-5%	nt	nt	-1%
COc1ccc(CN2C(=O)NC3(CCCCCC3)C2=O)cc1F	4%	14%	i	-4%	0%	VEEV TC-83 Vero 10K pilot screen=0.9
O=C(Nc1ccnn1C1CCN(Cc2ccc(OC(F)F)cc2)CC1)C1CCCC1	2%	17%	3.7%	-8%	-4%
CC1(C)CC2CC(C)(CN2C(=O)COC(=O)c2ccc(O)cc2O)C1 (stereo not drawn)	nt	26%	8.3%	-14%	2%
O=C(CNC(=O)c1ccc(S(=O)(=O)N2CCCC2)cc1)N/N=C/c1ccccc1	-26%	-15%	0.5%	-3%	0%
CSc1ccccc1NC(=O)c1ccc2c(c1)CCN2S(C)(=O)=O	-6%	6%	i	-13%	0%
Cn1c(N)c(C(=O)COC(=O)/C=C/c2ccccc2Cl)c(=O)n(C)c1=O	nt	-9%	7.1%	-14%	-8%
CCNC(=O)NC(=O)C(C)N1C(=O)NC(c2ccccc2)(c2ccccc2)C1=O (stereo not drawn)	9%	-2%	0.8%	-4%	-3%
